Source: PubChem BioAssay (Johns Hopkins Ion Channel Center)
Kir21 inh – inhibitors of mouse Kir2.1 inward-rectifier potassium channel. AID 1672. HEK293-Kir2.1, FluxOR thallium flux fluorescence; active compounds read low. 310,000 compounds, 0.85% hits. P35561. B-score at 10 µM;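 active = fluorescence ratio B-score at or below minus 3 SD of library scores, with starting-brightness B-score within 2 SD, cut at about -4.2 in these data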;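 also: channel flux triggered by added potassium and thallium sulfate stimulus; B-score of peak minus minimum fluorescence over baseline after thallium stimulus; more negative B-score means stronger Kir2.1 block with less thallium influx; some compounds called inactive have numbers as strong as hits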
KCNQ2 inh – KCNQ2 channel blockers in CHO-K1 cells – cell-based, FluxOR thallium flux, B-score, primary screen (AID 2156) | 310,000 compounds, 1.1% hits | O88943 | B-score at 10 µM | 20 min; active compounds read low;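 active = fluorescence ratio B-score at most minus 3 library SDs, with starting brightness B-score within 2 library SDs, cut at about -5.5 in these data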
Target sequence (O88943 whole entry, looked up): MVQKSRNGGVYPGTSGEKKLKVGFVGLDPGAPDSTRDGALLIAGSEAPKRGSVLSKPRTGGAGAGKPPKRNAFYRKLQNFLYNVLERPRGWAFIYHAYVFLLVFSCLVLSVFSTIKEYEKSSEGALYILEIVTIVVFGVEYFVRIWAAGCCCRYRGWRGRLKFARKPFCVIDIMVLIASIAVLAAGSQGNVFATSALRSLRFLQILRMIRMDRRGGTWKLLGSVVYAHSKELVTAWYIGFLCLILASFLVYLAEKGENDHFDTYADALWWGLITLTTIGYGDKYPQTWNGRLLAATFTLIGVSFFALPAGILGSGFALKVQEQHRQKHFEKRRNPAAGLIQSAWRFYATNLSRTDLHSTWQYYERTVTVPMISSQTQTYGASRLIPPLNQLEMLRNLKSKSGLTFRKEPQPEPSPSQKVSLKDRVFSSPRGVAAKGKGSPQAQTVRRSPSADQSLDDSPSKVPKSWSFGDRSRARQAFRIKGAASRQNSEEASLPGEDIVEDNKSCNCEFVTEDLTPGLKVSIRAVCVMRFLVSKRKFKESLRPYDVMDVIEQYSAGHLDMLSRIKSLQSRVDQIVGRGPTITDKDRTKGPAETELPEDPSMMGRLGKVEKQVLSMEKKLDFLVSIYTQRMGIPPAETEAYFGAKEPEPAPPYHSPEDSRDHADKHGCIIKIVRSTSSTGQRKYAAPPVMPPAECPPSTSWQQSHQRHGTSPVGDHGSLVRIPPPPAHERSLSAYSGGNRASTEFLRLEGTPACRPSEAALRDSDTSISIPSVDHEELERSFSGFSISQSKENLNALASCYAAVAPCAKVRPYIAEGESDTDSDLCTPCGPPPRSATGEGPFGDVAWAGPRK
* = called active by the depositor; i = inactive.

KCNQ2 inh | Kir21 inh | SMILES
i | 0.21 | Cc1ccc(NC(=O)CSc2ccc(-c3cccnc3)nn2)c(C)c1
i | 0.05 | Cc1nnc(SCCN2C(=O)c3ccccc3C2=O)nc1C
i | 0.43 | COC(=O)C(CSCc1ccccc1)NC(=O)CSc1nc(N)cc(=O)[nH]1 (stereo unspecified)
i | -0.61 | CCOC(=O)c1[nH]c(C)c(C(=O)N2CCN(c3ccccc3OC)CC2)c1C
i | 1.26 | CC12CCC(C(=O)N(CC3CO3)C1=O)C2(C)C (stereo unspecified)
i | 0.06 | CC(=O)N1N=C(c2ccco2)CC1c1ccc(Cl)o1 (stereo unspecified)
i | -1.82 | O=C(CC1NCCN(Cc2ccccc2)C1=O)Nc1ccc(Cl)cc1 (stereo unspecified)
i | -0.57 | O=C(NNC(=O)c1ccccc1-n1cccc1)c1ccc(F)cc1
i | -1.03 | NCc1ccc(S(N)(=O)=O)cc1
i | -1.31 | CCCCCCCC(=O)OCC(O)CO (stereo unspecified)
i | 0.52 | CCOc1ccc(C(=O)NCC(=O)NCC(c2ccccc2OC)N2CCCC2)cc1 (stereo unspecified)
i | -0.01 | O=C1CCc2cc(S(=O)(=O)N3CCN(c4ccccc4F)CC3)ccc2N1
i | -1.97 | COc1ccc(C(=O)NC(=S)N2CCC(C)CC2)cc1Br
i | 1.45 | O=Cc1cc(N=Nc2cccc(C(=O)O)c2)ccc1O
i | -0.6 | CC(=O)c1ccc(NC(=O)Nc2cccc3ccccc23)cc1
i | 0.33 | COc1ccc(NC(=O)NCCC2=CCCCC2)cc1

Compound profiles, as listed above:
Listed for COc1ccc(C(=O)NC(=S)N2CCC(C)CC2)cc1Br → KCNQ2 inh: i; Kir21 inh: -1.97
Listed for CCOc1ccc(C(=O)NCC(=O)NCC(c2ccccc2OC)N2CCCC2)cc1 (stereo unspecified) → KCNQ2 inh: i; Kir21 inh: 0.52

Grouped by structure: those above containing fluorine (2)
KCNQ2 inh | Kir21 inh | SMILES
i | -0.57 | O=C(NNC(=O)c1ccccc1-n1cccc1)c1ccc(F)cc1
i | -0.01 | O=C1CCc2cc(S(=O)(=O)N3CCN(c4ccccc4F)CC3)ccc2N1

Following part:
KCNQ2 inh | Kir21 inh | SMILES
i | 0.18 | CNC(=O)c1sc(-c2cccs2)nc1C
i | 1.57 | Cc1cc(C)nc(NC(=O)CSc2nc3ccccc3o2)n1
i | 0.18 | CCN(CC)C(=O)CSc1nnc(-c2ccccn2)n1Cc1ccccc1
i | 3.12 | CC(=O)c1c(C)[nH]c(C(=O)OCC(=O)Nc2cc(C(F)(F)F)ccc2N2CCOCC2)c1C
i | -4.14 | CCCCN(CCCNC(=O)c1ccc(CS(=O)(=O)c2c(Cl)cccc2Cl)o1)Cc1ccccc1
i | 0.46 | CC(C)CNC(=O)COC(=O)c1cc(Cl)cc(Cl)c1N
i | -0.55 | COc1ccc(C(=O)Nc2oc(-c3ccccc3)c(-c3ccccc3)c2C#N)cc1
i | 1.25 | O=C(NC1CCN(C(=O)Nc2cccc(Cl)c2)CC1)c1ccco1
i | -0.32 | COc1ccc(-c2cc(C(=O)NCc3cccs3)no2)cc1
i | 0.41 | O=C(CCNc1n[nH]c(=O)[nH]c1=O)N1CCCCC1
i | 0.02 | CCCCN(C(=O)Cc1coc2cc(C)c(C)cc12)c1c(N)n(Cc2ccccc2)c(=O)[nH]c1=O
i | -0.53 | O=C(O)C1Cc2ccccc2CN1S(=O)(=O)c1ccccc1 (stereo unspecified)
i | 0.02 | O=C(COc1ccc(Cl)cc1)NCc1nnc(SCC(=O)c2ccccc2)o1
i | 0.95 | COc1ccc(/C=C/C(=O)N2CC(C)OC(C)C2)cc1OC (stereo unspecified)
i | 0.02 | COc1cccc(NC(=O)CSc2nc3ccccc3n2C)c1
i | -0.54 | COC(=O)c1ccc(Cn2nc(C)c([N+](=O)[O-])c2C)o1
i | -2.14 | CC(c1ccco1)N(Cc1ccco1)C(=O)Nc1ccccc1 (stereo unspecified)
i | 1.2 | CC(C)(C)OC(=O)NCCCC[C@H](NC(=O)c1[nH]cnc1C(=O)Nc1ccccc1)C(=O)OC(C)(C)C
i | -0.46 | COc1ccc(CC(=O)NNC(=O)Cc2ccc(OC)cc2)cc1
i | -0.43 | O=C(NC1CCCCC1)C(c1ccccn1)N(C(=O)Cc1cccs1)c1ccc(Cl)cc1 (stereo unspecified)
i | -0.07 | O=C(O)/C=C/C(=O)Nc1ccc(Oc2ncnc3cc(Cl)ccc23)nc1
i | -1.61 | CCOC(=O)/C(C)=N/NC(=O)c1ccc([N+](=O)[O-])cc1
i | 0.55 | CC(C)(C)NC(=O)NC(=O)CN1c2cccc3cccc(c23)S1(=O)=O
i | 0.54 | COc1cc(/C=N/NC(=O)CCN2CCN(C(c3ccccc3)c3ccccc3)CC2)ccc1O
i | -1.87 | N#Cc1c(Nc2ccccc2)sc(C(=O)c2ccc(F)cc2)c1N
i | 0.87 | O=C(N/N=C/c1c[nH]c2ccccc12)c1cccc([N+](=O)[O-])c1
i | 1.15 | COc1ccc(NC(=O)C2=C(C)NC(=O)NC2c2cccc(OC)c2OC)c(OC)c1 (stereo unspecified)
i | 0.18 | C=CCN(CC=C)C(=O)Nc1cc(OC)ccc1OC
i | -0.53 | C=C1N(c2cccc(Cl)c2)C(=O)OC1(C)C
i | -0.31 | CCOC(=O)CNC(=O)CCNS(=O)(=O)c1ccc2c(c1)c(=O)n(C)c(=O)n2C
i | 0.64 | CCCCNC(=O)CCc1c(C)nc2nc(-c3cc(OC)cc(OC)c3)nn2c1C
i | -0.14 | COc1ccc(N2C(=O)CC(c3cc(OC)c(OC)c(OC)c3)CC2=O)cc1
i | 4.41 | Cc1ccc(/C(=N/Nc2nc3ccccc3s2)C2=C(O)c3ccccc3C2=O)cc1
i | 0.01 | O=C(Nc1ccncc1)C1CC1c1ccccc1 (stereo unspecified)
i | -0.91 | O=[N+]([O-])c1nn(-c2ccc(Cl)cc2)n(O)c1=NCc1cccnc1
i | -1.59 | COc1ccc(CCn2c(C)c(C(C)=O)c(C(C)=O)c2C)cc1OC
i | 0.42 | Cc1nc(SCC(=O)Nc2cc(C(N)=O)cc(C(N)=O)c2)c2c(C)c(C)sc2n1
i | 0.05 | CCCCNC(=O)CN1C(=O)NC(CCc2ccccc2)C1=O (stereo unspecified)
i | -1.87 | O=C(OCc1ccccc1)N1CCOCCOCCN(C(=O)OCc2ccccc2)CCOCCOCC1
i | -0.06 | COc1ccc(-c2ccc(CCC(=O)O)n2-c2ccccc2O)cc1
i | -0.4 | Cc1cccc(CC(=O)Nc2cc(=O)n(C)c(=O)n2C)c1
i | -0.14 | Cn1c(=O)c2[nH]cnc2n(-c2ccccc2)c1=O
i | 1.2 | CN(CCCNC(=O)c1cn(C)c2ccc(S(=O)(=O)N(C)C)cc2c1=O)c1ccccc1
i | -0.31 | O=C1c2ccccc2S(=O)(=O)c2cc(N3CCC4(CC3)OCCO4)ccc21
i | -0.71 | CCCc1cc(=O)[nH]c(SCC(=O)c2cc(C)n(C)c2C)n1
i | 1.21 | COc1cc(C(=O)NCc2ccncc2)cc(Br)c1OCc1ccccc1
i | 1.19 | NC(=O)CSc1ncnc2c1oc1ccccc12
i | 0.03 | Fc1cccc(NCc2cn3ccccc3n2)c1
i | 0.47 | N#Cc1cn(CC(=O)N2CCCC2)c2ccccc12
i | 1.24 | CCOC(=O)N1CCN(C(c2ccc(C)cc2)c2sc3nc(C)nn3c2O)CC1 (stereo unspecified)
i | -1.55 | Cc1ccc(S(=O)(=O)NNC(=O)c2ccccc2O)cc1
i | 2.1 | C=CCNC(=O)/C(C#N)=C/c1ccccc1[N+](=O)[O-]
i | 0.89 | COc1cc2c(cc1OC)C(C)=NC1(CCCCC1)C2
i | -1.21 | O=C(Oc1ccccc1C(=S)N1CCOCC1)c1cccc([N+](=O)[O-])c1
i | 0.51 | O=C(NCc1cccs1)N[C@@H](Cc1ccccc1)C(=O)O
i | 0.74 | O=C(Nc1ccc2c(c1)OCCO2)C1CCN(C(=O)c2ccc(F)cc2)CC1

More results follow:
KCNQ2 inh | Kir21 inh | SMILES
i | -1.62 | CSc1ccccc1NC(=O)COc1ccc(Cl)cc1
i | 1.62 | COc1ccc(CC(=O)Nc2c3c(nn2-c2cccc(Cl)c2)CS(=O)(=O)C3)cc1
i | -0.01 | CCOC(=O)c1ccc(NC(=O)c2c(Cl)cc(C)nc2C)cc1
i | -0.47 | CCOc1ccc(-c2c(=O)n(O)c3ccccc3[n+]2[O-])cc1
i | 1.41 | CC1CCCC(C)N1CCCNC(=O)c1ccc2nc(N3CCOCC3)sc2c1 (stereo unspecified)
i | -1.66 | COc1ccc(OC)c(C(=O)COC(=O)CN2C(=O)NC3(CCCCC3C)C2=O)c1 (stereo unspecified)
i | 0.15 | COc1ccc2cc(Br)ccc2c1CC(=O)NCC1CCCO1 (stereo unspecified)
i | 0.03 | O=C(c1ccc(S(=O)(=O)c2cccc(Cl)c2)c([N+](=O)[O-])c1)N1CCN(Cc2ccccc2)CC1
i | 0.57 | COc1cc(/C=C/C(=O)O)cc(S(=O)(=O)NCCO)c1OC
i | 1.51 | C/C=C/C(=O)OCC(=O)Nc1ccc(OC)c(OC)c1
i | 1.12 | Cc1ccc(SC(C)C(=O)NCC(C)C)cc1 (stereo unspecified)
i | -0.9 | CCN(CC)CCCNC(=O)c1ccc2c(Cl)c3c(nc2c1)CCCC3
i | 1.91 | O=P(COCCCCCOCP(=O)(c1ccccc1)c1ccccc1)(c1ccccc1)c1ccccc1
i | -0.73 | Cc1cc(C(=O)N/N=C/c2c(C)[nH]c3ccccc23)n[nH]1
i | -0.99 | Nc1nncn1C(=O)CCCOc1ccccc1
i | 0.51 | c1ccc(-n2cnc3cc(NCc4cccs4)ccc32)cc1

An excerpt from above in order of length of the SMILES, largest number first:
KCNQ2 inh | Kir21 inh | SMILES
i | 3.12 | CC(=O)c1c(C)[nH]c(C(=O)OCC(=O)Nc2cc(C(F)(F)F)ccc2N2CCOCC2)c1C
i | 0.55 | CC(C)(C)NC(=O)NC(=O)CN1c2cccc3cccc(c23)S1(=O)=O
i | -0.6 | CC(=O)c1ccc(NC(=O)Nc2cccc3ccccc23)cc1
i | 0.41 | O=C(CCNc1n[nH]c(=O)[nH]c1=O)N1CCCCC1

Later entries:
KCNQ2 inh | Kir21 inh | SMILES
i | -0.14 | Cc1ccc(NC(=O)COC(=O)CN2C(=O)C3CCCCC3C2=O)cc1S(=O)(=O)N1CCOCC1 (stereo unspecified)
i | -1.42 | O=C1NC(Cc2c[nH]c3ccccc23)C(=O)N1Cc1cccc2ccccc12 (stereo unspecified)
i | 0.41 | O=C(c1ccccc1F)N1CCN(Cc2ccccc2F)CC1
i | -0.98 | CC1CCCC(NC(=O)COC(=O)[C@@H]2CC(O)CN2S(=O)(=O)c2ccc3c(c2)OCCO3)C1C (stereo partly specified)
i | -0.33 | CCCCNC(=O)N1CCOCCOCCN(C(=O)NCCCC)CCOCC1
i | 1.75 | CCCCNC(=O)Nc1ccc2c(c1)N(C)C(=O)c1ccccc1S2
i | -1.29 | Cc1cc(C)n(-c2cccc(CN3CCC(CO)(Cc4ccccc4)CC3)c2)n1
i | -0.93 | Cc1ccc2cc(C)c3nnc(SCC(=O)Nc4nc5c(s4)CCCC5)n3c2c1C
i | -0.67 | COCCN1C(=O)C(O)=C(C(C)=O)C1c1ccc(F)cc1 (stereo unspecified)
i | 1.16 | COc1ccc(-n2cnc3c(sc4nc(N5CCOCC5)c5c(c43)CCCC5)c2=O)cc1
i | 1.79 | CC(C)(C)C1CCc2onc(C(=O)Nc3cccnc3)c2C1 (stereo unspecified)
i | 0.24 | COc1ccc(-c2csc(-n3cccn3)n2)cc1
i | 1.01 | CCOC(=O)NC(=O)C(/C=N/c1sccc1C(=O)OC)=C(\C)O
i | -0.72 | CCOc1ccccc1N(CC(=O)NCc1ccc(OC)cc1)S(C)(=O)=O
i | -0.69 | Cc1ccc(-c2nnn(CC(=O)N(CC(=O)NCC3CCCO3)c3ccccc3)n2)o1 (stereo unspecified)
i | -0.48 | COc1cc2c(cc1OC)C(COc1ccccc1OC)N(C(=O)c1ccco1)CC2 (stereo unspecified)
i | 0.75 | CSc1ccc(C(=O)NC2CCSc3ccccc32)cc1 (stereo unspecified)
i | 0.71 | COc1cc(NC(=O)c2sc3ncn(CC(=O)N4CCC(C)CC4)c(=O)c3c2C)cc(OC)c1OC
i | 0.37 | N/C(=N\OC(=O)c1ccc(Cl)cc1)c1ccn[nH]1
i | -0.74 | C=CCNC(=O)COCc1cc(-c2ccc3c(c2)OCO3)on1
i | 0.14 | CCN1/C(=C\C(=S)Nc2ccccc2)Sc2ccccc21
i | 0.44 | Cc1c(OCc2ccccc2)c(=O)ccn1Cc1ccc(Cl)cc1
i | 0.31 | Cc1c(C2=CCN(S(=O)(=O)c3ccc(Cl)cc3)CC2)c2ccccc2n1C
i | -0.45 | COC(=O)c1cc(=O)nc2sccn12
i | 1.01 | Cc1cc(C)c(N)c(C(=O)O)c1
i | -0.09 | O=C1NC2=C(C(=O)c3ccccc32)C(c2ccccc2)N1 (stereo unspecified)
i | -0.97 | CCOC(=O)c1ccccc1OC(=O)CS(=O)c1ccccc1[N+](=O)[O-] (stereo unspecified)
i | -0.3 | CC1CN(c2ccccc2)c2nc3c(c(=O)[nH]c(=O)n3C)n2C1 (stereo unspecified)
i | -0.03 | Cc1nnc(NC(=O)C2CCN(c3nnnn3-c3ccccc3)CC2)s1
i | 0.58 | COC(=O)c1ccccc1S(=O)(=O)N1CCC(c2nc3ccccc3o2)CC1
i | 1.12 | Cc1cccc(NC(=O)C2CCCN(S(=O)(=O)c3ccc4c(c3)oc(=O)n4C)C2)c1 (stereo unspecified)
i | -0.97 | Cc1ccc(Cn2ccc(NC(=O)CCSc3nc(-c4ccco4)cc(C(F)(F)F)n3)n2)cc1
i | 0.03 | COc1ccc(-c2[nH]ncc2CN(CC2CCC(=O)N2)C(C)C)cc1F (stereo unspecified)
i | 1.34 | CCCc1nnc(NC(=O)NCCN2C(=O)C3C4C=CC(C4)C3C2=O)s1 (stereo unspecified)
